Source: PubChem BioAssay (The Scripps Research Institute Molecular Screening Center)
procasp7 counter: counter-screen: procaspase-7 (human) activation | activation, % at 8.5 µM | P55210 | recombinant procaspase-7, Ac-DEVD-pNA absorbance 405 nm; D23A/D198A/D206A triple mutant, cannot self-cleave; scale: DMSO 0, 5 µM enzyme 100 | 0.093% of 330,000 active;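 active = percent activation above the screen-wide mean plus 3 SD, cut at about 25% in these data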
Target sequence (P55210 whole entry D23A/D198A/D206A): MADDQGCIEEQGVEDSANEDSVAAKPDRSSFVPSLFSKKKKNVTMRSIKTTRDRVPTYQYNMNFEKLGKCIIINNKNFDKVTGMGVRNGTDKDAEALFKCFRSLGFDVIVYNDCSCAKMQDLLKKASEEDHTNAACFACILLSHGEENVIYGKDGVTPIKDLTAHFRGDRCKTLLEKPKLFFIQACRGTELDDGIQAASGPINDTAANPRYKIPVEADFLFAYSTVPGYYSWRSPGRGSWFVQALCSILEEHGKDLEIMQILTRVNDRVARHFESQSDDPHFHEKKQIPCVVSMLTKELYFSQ
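System: Procaspase-7 triple mutant (PC-7 D3A); measure: % activation from two-timepoint absorbance difference, scaled to controls; times: 1 h compound preincubation, 2 h substrate cleavage, 25 °C; also added: Ac-DEVD-pNA substrate, 400 µM as added; measured by: Epi-absorbance of released pNA at 405 nm, two timepoints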
procasp3 activ: activators of human procaspase-3 | 0.11% of 330,000 active | recombinant procaspase-3 D3A, Ac-DEVD-pNA absorbance 405 nm | activation, % at 8.5 µM;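 active = activation above the mean of all tested compounds plus 3 SD, cut at about 21% in these data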;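 note: 0% = DMSO alone and 100% = DMSO wells spiked with extra 5 µM PC-3 D3A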
Target sequence (P42574 whole entry D9A/D28A/D175A): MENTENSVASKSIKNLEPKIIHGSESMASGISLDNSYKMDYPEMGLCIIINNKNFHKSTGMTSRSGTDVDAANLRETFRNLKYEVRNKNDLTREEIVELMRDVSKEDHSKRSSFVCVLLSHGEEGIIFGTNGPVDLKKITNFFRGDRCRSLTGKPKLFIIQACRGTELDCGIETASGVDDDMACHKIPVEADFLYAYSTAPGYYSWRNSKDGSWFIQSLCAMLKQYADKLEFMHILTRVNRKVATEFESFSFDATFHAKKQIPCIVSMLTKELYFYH
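Test system: Procaspase-3 D3A mutant, all three cleavage aspartates alanine | Dosing: Single dose, 8.5 µM nominal compound, 0.8% DMSO | Schedule: 1 h preincubation, 2 h reaction | Technique: 405 nm absorbance of p-nitroaniline, reads at 0 and 120 min | Repeats: One well per compound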
PP1 inh: counter-screen for PP5 inhibitors: inhibitors of human PP1-alpha | P62136 | purified PP1alpha, OMFP fluorescence | inhibition, % at 6.7 µM | 0.9% of 320,000 active | AID 2235;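 active = inhibition above the mean inhibition of all tested compounds plus 3 SD, computed separately for each screening campaign, cut at about 15% in these data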
Target sequence (P62136 whole entry, looked up): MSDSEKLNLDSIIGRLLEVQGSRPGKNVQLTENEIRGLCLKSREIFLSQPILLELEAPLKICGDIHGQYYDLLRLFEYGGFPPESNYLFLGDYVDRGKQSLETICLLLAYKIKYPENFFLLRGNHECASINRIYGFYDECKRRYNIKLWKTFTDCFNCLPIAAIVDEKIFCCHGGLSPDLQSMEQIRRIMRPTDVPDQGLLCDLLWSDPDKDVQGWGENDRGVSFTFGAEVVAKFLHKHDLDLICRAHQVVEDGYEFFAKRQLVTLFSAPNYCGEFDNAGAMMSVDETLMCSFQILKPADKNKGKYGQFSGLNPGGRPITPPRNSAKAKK
TPT1 inhibitor: inhibitors of Candida albicans tRNA 2'-phosphotransferase TPT1. recombinant caTPT1, FP RNA substrate dephosphorylation. inhibition, % at 5 µM. 0.81% of 300,000 active;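 active = inhibition above the mean of all tested compounds plus 3 SD, set per screening campaign, cut at about 24% in these data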;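 note: plate controls were DMSO alone for no effect and ferristatin control at 100 nM for full effect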
PP5 inh: inhibitors of human protein phosphatase 5 (PP5); P53041; inhibition, % at 6.7 µM; 0.18% of 320,000 active; purified PP5c, OMFP substrate fluorescence;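 active = inhibition above the campaign's mean inhibition across all tested compounds plus 3 SD, cut at about 9.5% in these data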;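 note: 0% = DMSO only and 100% = 100 µM cantharidin control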
CTSL1 counter: counter-screen for PFM18AAP inhibitors: inhibitors of F. hepatica cathepsin L1; recombinant F. hepatica cathepsin L1, Z-Leu-Arg-MCA fluorescence; inhibition, % at 5.96 µM; 0.49% of 300,000 active;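 active = inhibition above the mean of all tested compounds plus 3 SD, set per screening campaign, cut at about 17% in these data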;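 note: 0% = plate median of test compound wells and 100% = 1 µM Z-Phe-Ala-diazomethylketone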
PAFAH2 inh: inhibitors of human PAFAH2 | recombinant PAFAH2, FP-rhodamine activity probe, fluorescence polarization | 0.99% of 340,000 active | inhibition, % at 3.39 µM | Q99487;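 active = inhibition above the mean over all tested compounds plus 3 SD, cut at about 30% in these data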;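 note: inhibitors block probe labeling of enzyme so polarization drops; 0% = enzyme with DMSO and 100% = wells lacking PAFAH2 protein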
HCV core dimer: blocks dimerization of HCV core protein | 0.33% of 300,000 active | inhibition, % at 5 µM | TR-FRET GST/Flag-core106 dimerization, 1536-well | AID 1899;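 active = inhibition above the mean of all tested compounds plus 3 SD, set per screening campaign, cut at about 45% in these data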
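test system = GST/Flag-tagged HCV core106 proteins | probe or stimulus = Eu donor and XL665 acceptor anti-tag antibodies | times = compound-protein-antibody incubation 4 h at 22.5 °C | signal = TR-FRET, excitation 340 nm, emission 617 and 671 nm | measure = percent inhibition of core106 dimerization signal | controls = wells lacking GST-core106 and wells with excess unlabelled core106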
AHR activator: human AHR activation | AHR-responsive luciferase reporter cells, luminescence | P35869 | 2.5% of 320,000 active | activation, % at 5 µM; in the data active = activation above about 47%;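 note: 0% = vehicle wells and 100% = reference agonist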
Active calls of the source: *; . = no result given.

Sequence of screens – procasp7 counter	procasp3 activ	PP1 inh	TPT1 inhibitor	PP5 inh	CTSL1 counter	PAFAH2 inh	HCV core dimer	AHR activator
> Cc1cc(C(=O)Nc2c(C)n(C)n(-c3ccccc3)c2=O)on1
    -5	13	0	-2	2.3	0	-6	-16	-1
> O=C(NNC(=O)c1ccccc1O)c1ccco1
    -4	-2	2	-4	-0.1	1	16	1	27
> COc1ccc(N2C(=O)C3CC(C)=C(C)CC3C2=O)c(OC)c1 (stereo not given)
    4	-4	4	1	3.5	0	-5	-3	-2
> CSCC(=O)N1CCCC(N2CCN(c3cccc(C(F)(F)F)c3)CC2)C1 (stereo not given)
    0	0	-2	-1	-0.7	-1	10	-2	2
> OCCN(Cc1ccccc1)Cc1cccc(Cl)c1Cl
    1	3	3	1	2.5	-1	8	-1	-1
> CCNC(=O)N(C)C[C@H]1N[C@@](CC)(C(=O)OC)[C@H]2C(=O)N(Cc3ccccc3)C(=O)[C@@H]12
    17	4	.	.	.	.	-3	.	0
> Cc1cc(C(=O)OCC(=O)Nc2c(Cl)cccc2Cl)c(C)o1
    9	-5	.	.	.	.	27	.	0
> CC1CCCCN1C(=O)COC(=O)c1ccc2ccccc2n1 (stereo not given)
    3	-1	-7	.	0.5	.	6	.	10
> COC(=O)CSc1nnc(-c2ccccn2)n1N
    -2	0	-6	-2	-0.2	-5	-6	-1	-3
> Cc1cc(NS(=O)(=O)c2ccc(NC(=O)CCCOc3ccccc3C)cc2)nc(C)n1
    -7	8	2	-1	0.1	2	-8	27	-3
> Cc1ccc(CNc2cc(C(=O)O)ccc2Cl)s1
    -4	3	5	-3	-1.6	3	3	1	0
> Cc1cccc(C(=O)NC(=S)Nc2ccccc2C(F)(F)F)c1
    -8	-4	0	0	5.5	2	-5	-3	21
> COc1ccc(Nc2oc(COc3cccc(C)c3)nc2C#N)cc1
    -1	-6	-2	3	7.3	7	3	0	35
> Nc1nc(CN2CCN(C(c3ccccc3)c3ccccc3)CC2)nc(Nc2ccccc2)n1
    5	6	3	0	5.0	4	-4	3	-2
> Cc1cnc(C)c(N2CCC(C(=O)NCc3ccco3)CC2)n1
    -5	-6	2	-2	-1.7	2	-4	-4	3
> CCc1cc(=O)n2[nH]c(C)c(-c3ccc(OC)cc3)c2n1
    3	10	-1	0	4.2	-2	-6	-15	4
> CCNC(=O)N1CCNC(=O)C1CC(=O)Nc1ccc(C(=O)OCC)cc1 (stereo not given)
    -6	-3	-3	-1	0.7	-2	4	-7	5
> COc1cccc(CN2CCNC(=O)C2CC(=O)NCc2cn3ccc(C)cc3n2)c1OC (stereo not given)
    9	-1	-1	0	-0.3	-2	4	2	-1
> CCOC(=O)C1CCN(C(=O)CSc2ccc(Br)cc2)CC1
    6	2	0	0	1.5	-3	5	2	0
> CCN(c1cccc(C)c1)S(=O)(=O)c1c(C)[nH]c(=O)[nH]c1=O
    4	11	1	-1	1.5	-1	2	-15	-2
> CCCC(=O)NC(c1ccco1)c1c(O)ccc2ccccc12 (stereo not given)
    5	-2	-3	-1	-0.8	0	0	4	5
> CNc1nc(Cl)c(SC)c(NC2CCCCC2)n1
    7	-2	-2	4	2.3	2	-1	8	-2
> COc1ccccc1C1=CN(Cc2ccccc2)CCC1=O
    7	-1	.	.	.	.	0	.	-1
> CC(=O)N[C@H]1[C@H](Oc2ccc3c(c2)CCC2C3CC[C@]3(C)C(=O)CCC23)O[C@H](CO)[C@@H](O)[C@@H]1O (stereo not given in full)
    8	7	0	-4	-1.1	-1	2	8	1
> Cc1ccc2nc(N3CCOCC3)c(C=O)cc2c1
    -1	-5	3	2	0.7	3	0	-4	8
> O=C(NC(Cc1ccccc1)C(=O)NCCc1ccccn1)c1ccccc1 (stereo not given)
    2	9	-6	-4	-2.7	0	8	-4	2
> CC1CCCN(C(=S)NCc2ccccc2)C1 (stereo not given)
    0	0	-2	-2	2.3	-4	6	3	-1
> O=C(Nc1cccc(-c2nc3ccccc3c(=O)o2)c1)c1ccccc1
    4	-6	6	-1	4.0	2	-21	4	-2
> Cc1c(NC(=O)C(C)OC(=O)/C=C/c2ccc3c(c2)OCO3)c(=O)n(-c2ccccc2)n1C (stereo not given)
    2	1	-4	0	-1.8	3	0	1	2
> COc1cccc(C(=O)O/N=C(\N)Cc2ccc(Cl)cc2)c1
    -3	2	-3	2	-1.1	2	69*	-2	11

Other compounds.
Sequence of screens – procasp7 counter	procasp3 activ	PP1 inh	TPT1 inhibitor	PP5 inh	CTSL1 counter	PAFAH2 inh	HCV core dimer	AHR activator
> Cn1cnnc1SCC(=O)NCc1cccc(C(F)(F)F)c1
    6	7	-7	0	0.0	-4	1	5	3
> CCOC(=O)n1c(=O)n(Cc2ccccc2C)c2ccccc21
    1	12	-3	-1	3.7	2	7	2	0
> COc1cccc(-c2ccc(=O)n(CC(=O)NCCN3CCOCC3)n2)c1
    18	4	2	1	-2.0	-1	2	-3	-1
> Cc1cc(C)nc(SCC(=O)c2ccc(Cl)cc2)n1
    -2	-1	0	-2	-0.1	0	-5	9	10
> N#CCOC(=O)[C@H](Cc1ccccc1)N1C(=O)c2ccccc2C1=O
    2	12	-5	-2	-1.4	-1	4	1	4
> Cc1cccc(C)c1NC(=O)N1CCCCCCC1
    8	1	-6	1	-2.8	-1	-5	1	-1
> COc1ccc(NC(=O)CSc2nc(C)cs2)c([N+](=O)[O-])c1
    9	11	.	.	.	.	-2	.	-1
> Cc1ccc(S(=O)(=O)NCC(=O)N(CC(=O)NCC2CCCO2)C2CCCC2)cc1 (stereo not given)
    -5	-6	-10	-6	-3.1	-3	3	2	2
> S=c1[nH]ccn1-c1c(Cl)cccc1Cl
    -5	6	0	-1	-0.4	-1	1	4	21
> O=C(/C=C/Nc1nccs1)C(F)(F)Cl
    3	9	-4	0	-1.0	-1	4	-2	5
> COc1ccc(CNC(=O)C23CN(Cc4ccccc4)CC2C(c2ccc([N+](=O)[O-])cc2)=NO3)cc1 (stereo not given)
    2	-5	10	2	3.8	-2	-3	20	1
> O=C(CN1C(=O)c2ccccc2C1=O)NCCc1c[nH]c2ccc(Cl)cc12
    1	2	-1	2	1.8	-1	-1	10	-3
> Cc1cc(C(=O)CCC(=O)N2CCN(c3ccccc3)CC2)c(C)s1
    6	3	-1	-1	0.6	-1	-1	0	-1
> CC/C(=N\NC(=S)Nc1cc(C)ccc1C)c1ccc(OC(F)F)cc1
    -17	-13	-1	-3	7.1	0	-8	-2	15
> Cc1cc(Br)ccc1NC(=O)CN1CCN(c2ccccn2)CC1
    -3	5	-1	-1	2.8	-2	8	5	1
> COC(=O)C1C(O)=C(C=Nc2cccc3ccccc23)C(=O)CC1(C)C (stereo not given)
    -3	11	0	0	4.5	-2	5	-8	10
> CCCCC(=O)Nc1cccc(C(=O)Nc2ccccc2C(=O)O)c1
    -1	3	1	-4	2.7	3	4	-4	-1
> COc1ccc(Cc2nnc(NC(=O)c3cccc([N+](=O)[O-])c3C)s2)cc1
    0	4	-2	-4	1.4	1	3	0	0
> CCOc1ncccc1C(=O)Nc1ccc(S(=O)(=O)NC2=NCCCCC2)cc1
    7	-1	0	0	-0.8	-2	6	-2	-3
> O=C(COC(=O)CNC(=O)c1ccccc1F)Nc1cccc(S(=O)(=O)N2CCCCCC2)c1
    10	-2	0	2	4.2	-2	9	4	-2
> Cc1nn(-c2ccc(C(=O)O)cc2)c(N)c1-c1ccccc1
    0	-1	5	3	4.1	-1	-2	-2	16
> CC(Nc1[nH]c(=O)n(C)c(=O)c1N=O)c1ccccc1 (stereo not given)
    8	-5	-1	-4	1.3	0	15	-1	-1
> Cc1sc2ncn(CC(=O)NCCCC(=O)N(C)Cc3ccccc3)c(=O)c2c1C
    -2	8	-1	-1	1.6	0	-4	-2	0
> CCOC(=O)C1=C(c2ccccc2)ON(C)C1c1ccccc1 (stereo not given)
    6	2	0	-5	-1.1	-3	0	-2	-1
> COc1ccc(-n2c(SC(CN3CCCCC3)CN3CCCC3=O)nc3ccccc3c2=O)cc1 (stereo not given)
    5	0	1	-6	1.2	-1	9	1	3
> O=C(CCl)N(c1ccc(Cl)cc1)c1c[nH]c2ccccc12
    3	-5	1	1	4.8	1	3	2	10
> Cc1cccc2sc(NC(=O)CN(C)S(=O)(=O)c3ccc(Br)s3)nc12
    10	3	4	-2	4.9	0	-18	3	16
> CSCCCc1cn([C@@H](CO)C(=O)NCCCCCCCCCCC(=O)N2CCNCC2)nn1
    2	5	-5	0	3.8	4	13	-2	1
> Cc1ccccc1OCC(=O)NNC(=O)CN1C(=O)c2ccccc2C1=O
    2	3	-4	-2	0.0	-17	10	-1	-1
> Fc1ccccc1N1CCN(CCCNc2ccc3nncn3n2)CC1
    -7	4	4	0	-1.8	1	-6	-12	0

(further entries)
Sequence of screens – procasp7 counter	procasp3 activ	PP1 inh	TPT1 inhibitor	PP5 inh	CTSL1 counter	PAFAH2 inh	HCV core dimer	AHR activator
> COC(=O)c1c(N=CN(C)C)c(C#N)c2n1CCCC2
    3	9	-4	-1	1.8	-3	0	0	2
> COc1ccc(OCC(=O)NNC(=O)c2nn(C)c(=O)c3ccccc23)cc1
    10	12	0	0	0.9	-6	-4	5	-1
> CCOc1cc(CNC(CC)CO)ccc1OCC(=O)Nc1cccc(C(F)(F)F)c1 (stereo not given)
    9	8	-4	3	-0.5	-8	10	0	4
> CC(=O)c1ccc(NS(=O)(=O)c2cccc(C(=O)Nc3ccccc3C(=O)O)c2)cc1
    -3	3	2	-2	2.0	-5	-35	-2	-1
> Cc1ccc(S(=O)(=O)NNC(=O)C2CCCCC2)cc1
    -1	5	0	-1	0.4	0	-6	2	0
> O=C(Nc1nc2ccc([N+](=O)[O-])cc2s1)c1c(F)cccc1F
    5	2	0	1	-1.7	-5	-4	-1	1
> Cc1ccsc1C(=O)N1CC(=O)Nc2ccccc21
    3	-2	-1	3	0.9	0	0	-3	-1
> O=C(NCCSC1CCCCC1)c1ccccc1
    7	-6	-2	-1	3.4	4	0	-2	9
> CNC(=S)Nc1ccc(N2CCN(c3ccc(C(F)(F)F)cn3)CC2)nc1
    -6	4	1	-3	-0.1	-2	.	-3	-6
> O=C(NCc1ccccc1)C1=C[C@H](C2CCCCC2)C[C@H](OCCCCO)O1
    -6	4	0	-1	3.4	5	3	10	0
> CCOc1ccc(C2=CC(=O)C[C@H](c3ccc(OC)cc3)C2)cc1
    4	3	1	.	1.8	.	0	.	5
> Cc1ccc(OCCOCCn2ccnc2)c(Br)c1
    11	0	3	-5	1.1	0	-6	-1	18

Entries above that have a nitro group on carbon (four):
Sequence of screens – procasp7 counter	procasp3 activ	PP1 inh	TPT1 inhibitor	PP5 inh	CTSL1 counter	PAFAH2 inh	HCV core dimer	AHR activator
> COc1ccc(NC(=O)CSc2nc(C)cs2)c([N+](=O)[O-])c1
    9	11	.	.	.	.	-2	.	-1
> COc1ccc(CNC(=O)C23CN(Cc4ccccc4)CC2C(c2ccc([N+](=O)[O-])cc2)=NO3)cc1 (stereo not given)
    2	-5	10	2	3.8	-2	-3	20	1
> COc1ccc(Cc2nnc(NC(=O)c3cccc([N+](=O)[O-])c3C)s2)cc1
    0	4	-2	-4	1.4	1	3	0	0
> O=C(Nc1nc2ccc([N+](=O)[O-])cc2s1)c1c(F)cccc1F
    5	2	0	1	-1.7	-5	-4	-1	1
